# Assay outcomes (PubChem BioAssay)
# RNase H inhibition = RNase H inhibition, HIV 1 Gag Pol polyprotein, FRET biochemical assay, screening (AID 372) | 100,000 tested, 0.77% active | HIV-1 RT RNase H, FRET RNA/DNA substrate fluorescence; higher % means a stronger effect | inhibition, % at 10 µM, or IC50 in µM where a hit was titrated; in the data active means inhibition above about 50%
# Active calls of the source: *.
Structure	RNase H inhibition
CC1(C)CC(=O)C2=C(C1)c1c(ccc3ccccc13)NC2c1cc2c(cc1Cl)OCO2 (stereo not drawn)	11%
O=S(=O)(/N=C/c1ccc(Br)cc1)c1cccs1	16%
Cc1ccc(NCN2C(=O)CSC2=O)cc1Cl	2%
CCOC(=O)Cc1csc(N/N=C\c2ccccc2OC)n1	12%
CC(C)c1ccc(C2/C(=C(\O)c3ccccc3)C(=O)C(=O)N2CCN(C)C)cc1 (stereo not drawn)	3%
Cc1ccc(NC(=O)C2CC(O)CN2C(=O)Oc2ccccc2)c(C)c1 (stereo not drawn)	15%
C=CCCC(=O)Nc1ccc(Br)cn1	8%
NC(=O)c1ccc(NC(=O)COc2ccc(Br)cc2Cl)cc1	40%
CCC1(C)CC(CC#N)(c2ccc(OC)cc2)CCO1 (stereo not drawn)	7%
O=C(Oc1ccc2c(c1)oc(=O)c1ccccc12)c1ccco1	0%
Cc1nc(P(=O)(c2ccccc2)c2ccccc2)c(N2CCOCC2)o1	2%
O=S(=O)(CC(O)COCc1ccc(Cl)cc1)c1ccccn1 (stereo not drawn)	17%
COc1ccc(C(=O)NC(=S)Nc2cc(-c3nc4ccccc4s3)ccc2Cl)cc1	50%*
Cc1cc(I)ccc1NC(=O)CCCOc1ccc(Cl)cc1Cl	0%
CN(C)c1ccc(/C=N/N=C2/NC(=O)C(Cc3ccc(Cl)cc3Cl)S2)cc1 (stereo not drawn)	43%
O=C(N/N=C/c1ccc(Br)cc1)c1cc(Br)cc(Br)c1O	12%
COc1cccc(Nc2nc(C)cc(C)c2C#N)c1	3%
O=C(Nc1cccc(F)c1)c1cc2ccccc2oc1=O	6%
Cc1ccc(C=Nc2cccc3nsnc23)c(O)c1	5%
COc1ccc(OC)c(NC(=O)Cc2ccccc2OC)c1	0%
Cc1cc(C)c(O)c(N=Cc2ccc(-c3ccc([N+](=O)[O-])cc3)o2)c1	5%
O=C(COc1ccc(F)cc1)NC(C(=O)O)C12CC3CC(CC(C3)C1)C2 (stereo not drawn)	5%
CCOc1cccc(C(=O)NC(=S)Nc2cc(C(F)(F)F)ccc2Cl)c1	17%
CCOC(=O)c1c(NC(=O)c2cccs2)sc(C)c1CC	20%
CC(=O)C(Sc1ccccc1[N+](=O)[O-])C(C)=O	13%
O=C1N=c2ccccc2=C1c1sc(=S)n(-c2ccc(C(=O)O)cc2)c1O	4%
O=C(/C=C/c1ccccc1)Nc1ccc(I)cc1Cl	1%
CCOc1cc(C(=O)NC(=S)Nc2cc([N+](=O)[O-])ccc2F)cc(OCC)c1OCC	34%
COc1cc(NC(=O)c2cccc(C)c2)c(C(=O)O)cc1OC	0%
COc1ccc(NC(=O)/C=C2/c3ccccc3CC(C)(C)N2C)cc1OC	2%
COc1cc(/C=C2\SC(=S)NC2=O)cc(Br)c1OC	5%
COc1ccc(/C=C(\C#N)c2nc(-c3cccc([N+](=O)[O-])c3)cs2)c(OC)c1	0%
COC(=O)c1ccccc1N(Cc1ccc(Cl)cc1)S(=O)(=O)c1ccc(C)cc1	10%
COC(=O)Cn1cc(/C=C2\C(=O)NC(=S)N(c3cccc(Cl)c3Cl)C2=O)c2ccccc21	26%
O=[N+]([O-])c1ccc(N2CCN(S(=O)(=O)c3ccc4ccccc4c3)CC2)cc1NCc1ccco1	18%
CC1=C(C(=O)OCc2ccccc2)Sc2ccccc2N1	0%
C=CCn1c(-c2cccc([N+](=O)[O-])c2)n[nH]c1=S	0%
COc1ccc(N/C(C)=C/C(=O)ONC(=O)c2ccccc2)cc1	5%
O=C(CCC(=O)Nc1ccccc1)N/N=C/c1ccncc1	9%
CC(=O)NC1=NC(=O)/C(=C/c2ccc(-c3ccc(Cl)cc3Cl)o2)S1	0%

# 2 records drawn at random from those above:
Structure	RNase H inhibition
O=C1N=c2ccccc2=C1c1sc(=S)n(-c2ccc(C(=O)O)cc2)c1O	4%
COc1ccc(NC(=O)/C=C2/c3ccccc3CC(C)(C)N2C)cc1OC	2%

# Compounds listed so far that contain a furan ring, fused or not (4):
Structure	RNase H inhibition
O=C(Oc1ccc2c(c1)oc(=O)c1ccccc12)c1ccco1	0%
Cc1cc(C)c(O)c(N=Cc2ccc(-c3ccc([N+](=O)[O-])cc3)o2)c1	5%
O=[N+]([O-])c1ccc(N2CCN(S(=O)(=O)c3ccc4ccccc4c3)CC2)cc1NCc1ccco1	18%
CC(=O)NC1=NC(=O)/C(=C/c2ccc(-c3ccc(Cl)cc3Cl)o2)S1	0%

# Next part.
Structure	RNase H inhibition
Cc1cc(OCCCCCCNCCO)ccc1Cl	33%
COc1ccc(OCCOCCN2CCC(C)CC2)cc1	7%
CC1CCCN(C(=O)Cc2ccc(Br)cc2)C1 (stereo not drawn)	10%
COc1cc(/C=C2\C(=O)NC(=O)N(c3ccc(C)c(C)c3)C2=O)c(Br)cc1O	19%
Cc1c(C(=O)Nc2ccc(N3CCOCC3)c(Cl)c2)cccc1[N+](=O)[O-]	8%
Cc1c(C(=O)NC(=S)Nc2ccc(-c3nc4ccccc4o3)cc2)oc2ccccc12	0%
Cc1ccc(O)c(N=C/C=C/c2cccc(Br)c2)c1	6%
O=C(NC(=S)Nc1cc(Cl)cc(Cl)c1)c1cccc(Br)c1	1%
Cc1cc2c(c(=O)o1)C1(C(=O)Nc3ccc([N+](=O)[O-])cc31)C(C#N)=C(N)O2 (stereo not drawn)	8%
O=C(Nc1ccccc1O)c1ccc2c(c1)C(=O)N(N1C(=O)c3ccccc3C1=O)C2=O	7%
CCOC(=O)c1ccc(NC(=O)c2sc3ccccc3c2Cl)cc1	0%
CC1CCN(C(=S)Nc2ccccc2)CC1	10%
CCCc1c(C)[nH]c2nc3ccccc3n2c1=O	0%
Cc1ncc(C23CC4CC(CC(C4)C2)C3)[nH]1	3%
Cc1c(/C=C2\SC(=O)NC2=O)cc(-c2ccccc2)n1-c1ccccc1	15%
COc1cc2c(cc1OC)C(c1ccc(Cl)cc1)N(C(C)=O)CC2 (stereo not drawn)	2%
COc1cccc(CNc2ccc3cn[nH]c3c2)c1OC	18%
COc1ccc(-c2nn(-c3ccccc3)cc2/C=C(/C#N)C(N)=O)cc1[N+](=O)[O-]	7%
Nc1ccc(-c2cc(-c3ccc(N)cc3)nc(-c3ccc(N)cc3)n2)cc1	27%
O=C(COc1ccc2ccccc2c1)Nc1cc(Cl)ccc1Cl	34%
Cc1ccc(NC(=O)c2ccco2)c(Br)c1	27%
COc1ccc(C(=O)Nc2ccc(O)c(-c3nc4ccccc4o3)c2)cc1	8%
Cc1ccc(-n2c(C)cc(/C=C(/C#N)C(=O)Nc3ccccc3C)c2C)cc1C	7%
c1ccc(Oc2cccc(CSc3nnnn3-c3ccccc3)c2)cc1	17%
COc1cc(C(=O)N2c3ccc(C)cc3-c3c(ssc3=S)C2(C)C)cc(OC)c1OC	41%
COc1ccc(OC)c(C2C(C(=O)/C=C/c3ccccc3)=C(O)C(=O)N2CCCCCC(=O)O)c1 (stereo not drawn)	8%
Cc1ccccc1OCC(=O)Nc1ccc(Oc2ccc(Cl)cc2)cc1	11%
COCCCNCCOCCOc1c(C)cc(Cl)cc1C	13%
CCOC(=O)c1cccc(-c2ccc(/C=C3\Sc4ccccc4C3=O)o2)c1	0%
COc1cc(/C=C2/SC(=Nc3ccccc3Cl)NC2=O)ccc1OC(=O)c1ccccc1	3%
CC(C)(C)N1C(=O)c2ccc(C(=O)Nc3cccc(C(=O)O)c3)cc2C1=O	6%
CC(C)Oc1ccccc1NC(=O)CSc1nnc(-c2cccc(F)c2)n1-c1ccccc1	17%
Cc1ccc2nc(-c3ccc(NC(=O)CN(c4ccccc4F)S(C)(=O)=O)cc3)sc2c1	6%
CCOc1cccc(NC(=O)/C(C#N)=C\c2cc(C)n(-c3ccc(NC(C)=O)cc3)c2C)c1	4%
COC(=O)C1=C(C)NC2=C(C(=O)CC(c3ccccc3)C2)C1c1ccc(Cl)cc1 (stereo not drawn)	9%
O=C(Nc1ccc(-c2ccc([N+](=O)[O-])cc2)cc1)c1cccc(I)c1	15%
O=C(N/C(=C\c1cccnc1)C(=O)N1CCOCC1)c1cccc(Br)c1	3%
O=C(Cc1ccc([N+](=O)[O-])cc1)Nc1ccc(F)c(F)c1	3%
N#C/C(=C\c1cn(Cc2ccccc2C#N)c2ccccc12)C(=O)Nc1ccc(F)cc1	0%
NC1=NC(=O)/C(=C/c2cc(Br)ccc2OCc2ccc(Cl)cc2Cl)S1	1%
O=c1c(C(c2ccccc2)c2ccccc2)c(O)nc2n1CCCS2	5%
C/C(=N\N=C1\NC(=O)C(CC(=O)Nc2cc(Cl)ccc2Cl)S1)C(C)C (stereo not drawn)	1%
CC1CC(=O)C2=C(C1)OC(N)=C(C#N)C2c1cccs1 (stereo not drawn)	9%
COc1ccc(/C=N/N(C)c2cc(C)nc(-c3ccccc3O)n2)c(OC)c1	12%
CCCCNc1ccc(S(=O)(=O)c2cccc([N+](=O)[O-])c2)cc1[N+](=O)[O-]	2%
N/C(=N\c1nc2ccccc2s1)NC(=O)c1ccccc1	7%
O=C(Nc1ccc(Cl)cn1)c1cc2ccccc2o1	0%
NCCNc1ccc(C(F)(F)F)cc1[N+](=O)[O-]	10%
c1ccc(NC2=Nc3ccccc3CC2)cc1	0%
O=C(/C=C/c1cc([N+](=O)[O-])ccc1Cl)c1ccc2ccccc2c1	27%
Cc1ccc(S(=O)(=O)N(CCc2ccccc2)CC(=O)NCc2ccco2)cc1	2%
CC1=C(C(=O)OCC(C)C)C(c2ccccc2Cl)NC(=O)N1 (stereo not drawn)	7%
O=C(O)c1cccc(Nc2nc(-c3ccccn3)cs2)c1	8%
CCOC(=O)c1c(NC(=S)Nc2ccc(C)cc2)sc2c1CCN(Cc1ccccc1)C2	22%
Cc1ccc(Br)cc1S(=O)(=O)N1CCN(C(c2ccccc2)c2ccccc2)CC1	7%
COc1ccc(NC(=O)c2ccc(I)cc2)c(OC)c1	2%
CC(=O)C1=C(O)C(=O)N(CCN(C)C)C1c1cccc(F)c1 (stereo not drawn)	3%
CCOC(=O)CNC(=O)CCCOc1ccc(Cl)cc1Cl	5%
Cc1ccc(C)c(N2CCN(Cc3cccnc3)CC2)c1	3%
Cc1ccc(-c2nc3cc(NC(=O)c4ccc([N+](=O)[O-])o4)ccc3o2)cc1Br	54%*

# Continuation:
Structure	RNase H inhibition
CC(=O)Oc1ccc2c(=O)c(Oc3ccccc3)c(C(F)(F)F)oc2c1	5%
COc1ccc(C2C(C#N)=C(N)Oc3c2sc2ccccc32)c2ccccc12 (stereo not drawn)	22%
Cc1cc(C=O)c(C)n1-c1ccc(Br)cc1F	1%
CC1=NN(c2ccc(Cl)cc2)C(=O)C1C(c1ccccc1Cl)c1c(C)[nH]n(-c2ccc(Cl)cc2)c1=O (stereo not drawn)	12%
Cc1ccc([N+](=O)[O-])cc1N=Cc1ccc(C=Nc2cc([N+](=O)[O-])ccc2C)cc1	6%
COc1ccc(/C=C(\NC(=O)c2ccccc2)C(=O)N2CCN(C)CC2)cc1	0%
Cc1ccc(-c2nc3ncccc3o2)cc1NC(=O)C1CCCCC1	7%
CN(C(=O)NS(=O)(=O)c1ccccc1Cl)c1nc(OCC(F)(F)F)nc(OCC(F)(F)F)n1	4%
O=C(Nc1ccc(OC(F)(F)C(F)F)cc1)C(c1ccccc1)c1ccccc1	0%
COc1c(Cl)cc(C(=O)Nc2ccc(N3CCCCC3)cc2)cc1Cl	18%
CC(C)CNC(=O)/C=C/c1ccccc1	0%
Cc1cc(C(F)(F)F)nn1CC(=O)Nc1ccccc1C(F)(F)F	11%
CCSCCOC(=O)C1=C(C)NC2=C(C(=O)CC(C)(C)C2)C1c1ccc(O)cc1 (stereo not drawn)	10%
O=[N+]([O-])c1ccc(F)c(N=Cc2ccccc2O)c1	11%
CCCCCCCC(=O)N/N=C/c1ccc(F)cc1	0%
O=C(NC(=S)NCc1cccs1)c1cccs1	16%
O=C(c1cc(-c2ccccc2Cl)nc2ccccc12)N1CCN(c2ccc(F)cc2)CC1	0%
COc1ccc(-c2cc(-c3cc(Cl)ccc3O)[nH]n2)cc1OC	0%
CN(C)c1ccc(NC(=O)/C=C\C(=O)O)cc1	3%
CCOc1ccc(C(=O)Nc2ccc(I)cc2C)cc1	4%
COc1cc(/C=C2/SC(=S)N(c3ccccc3)C2=O)cc(Cl)c1OCc1ccccc1	15%
C(=N\Nc1ncnc2sc3c(c12)CCC3)/c1ccco1	3%
COc1cccc(-c2nc(-c3ccc([N+](=O)[O-])cc3)no2)c1	11%
CCOc1cc(/C=C(\C#N)c2nc(-c3ccc(OC)c(OC)c3)cs2)ccc1O	8%
O=C(O)c1ccc(NC2=C(N3CCCCC3)C(=O)c3ccccc3C2=O)cc1	6%
COc1ccc(C2NC(=S)NC(C)=C2C(=O)OC(C)C)cc1OC (stereo not drawn)	0%
CCC(=O)NC(Nc1cc(C)on1)(C(F)(F)F)C(F)(F)F	4%
OC(COCC1CC=CCC1)Cn1c2ccccc2c2ccccc21 (stereo not drawn)	32%
O=C(Nc1ccc(OC(F)(F)C(F)F)c(NC(=O)c2ccc(F)cc2)c1)c1ccc(F)cc1	2%
C/C(=N/NC(N)=O)c1cc(C(C)(C)C)cc2c1CCC2(C)C	19%
CCc1nn(-c2ccccc2)c2nc(-c3cccc(OC)c3)c3cc(OC)c(OC)cc3c12	14%
Cc1ccc(-c2cc(C(=O)O)c3ccccc3n2)c(C)c1	9%
O=C(c1ccc([N+](=O)[O-])cc1)N1CCN(Cc2ccc(F)cc2)CC1	6%
CCCSc1nc(C)cc(COC)c1C#N	0%
COC(=O)c1ccc(-n2ncnc2-c2cccc(Br)c2)cc1	14%

# An excerpt. The share of hits here may be higher or lower than overall.
